Screening results from PubChem.
TexasRed fluor: alters Texas Red total fluorescence, flagging assay interference; 280,000 compounds, 0.29% hits; TRb/SRC2 Texas Red total fluorescence interference; Potency, µM (highest dose often 106 µM), for inactives: top-dose fluorescence change, negative = quenching; active means well fitted curve in either direction with a large enough effect; inconclusive means small, poorly fitted or top-dose-only effect; further: on the % scale 0 is the no-effect control and ±100 the full control effect
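Human TRb ligand-binding domain at 0.6 uM with 20 nM Texas Red SRC2 peptide in Tris buffer containing 1 uM T3 and 5% DMSO, incubated with compound 5 h at ambient temperature. Total fluorescence (555/632 nm) calculated as parallel + 2 × perpendicular.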
KDM4E inh: inhibitors of human JMJD2E histone demethylase; 230,000 compounds, 1.6% hits; Potency, µM (doses to about 57.1 µM), for the others: top-dose activity change, negative = inhibition, actives largely listed as inhibitors; B2RXH2; JMJD2E catalytic domain, FDH-coupled NADH fluorescence (FDH is formaldehyde dehydrogenase); active means well fitted inhibition curve with a large enough effect, not every such curve was filed as active; inconclusive means small, poorly fitted or top-dose-only effect, or another doubt; inactive means no such curve, though single readings can be large or run the other way;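 further: 0% = wells with enzyme and -100% = buffer wells without enzyme; nearly all actives have a fitted effect of over 50% in size; many of its hits are not listed in these tables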
ALDH1A1 block: ALDH1A1 (human) enzyme inhibition; P00352; Purified ALDH1A1, NADH fluorescence, propionaldehyde substrate; Potency, µM (top dose mostly 75.3 µM), inactives show top-dose activity, negative = inhibition, actives largely listed as inhibitors; 220,000 compounds, 7.3% hits; active means well fitted inhibition curve with a large enough effect, not every such curve was filed as active; inconclusive means small, poorly fitted or top-dose-only effect, or another doubt; inactive means no such curve, though single readings can be large or run the other way;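 further: plate controls were no enzyme wells and a reference inhibitor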
TRb SRC2 PPI: disrupts binding of human TR beta to SRC2; P10828; TRbeta-SRC2 peptide binding, fluorescence polarization; receptor liganded with 1 µM T3; Potency, µM (highest dose often 106 µM), inactives show top-dose activity change, negative = inhibition, hits mostly inhibitors; 280,000 compounds, 0.065% hits;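 further: plate controls were bound peptide for no effect and peptide without receptor for full effect; nearly all actives have a fitted effect of over 50% in size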
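Polarization signal, normalized between peptide-alone and full complex controls, measured compound effects on T3-liganded human TRb LBD (0.6 uM) binding 20 nM Texas Red SRC2 peptide after 5 hr.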
RECQ1 inh: inhibitors of human RECQ1 DNA helicase | P46063 | RECQ1 DNA unwinding, red fluorescence kinetic read | Potency, µM (top dose mostly 57.3 µM), inactives show at the highest dose activity, negative = inhibition, usual class: inhibitors | 240,000 compounds, 0.54% hits | AID 2549;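 further: plate controls were vehicle for no effect and no enzyme for full effect; nearly all actives have a fitted effect of over 30% in size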
Target sequence (P46063 whole entry, looked up): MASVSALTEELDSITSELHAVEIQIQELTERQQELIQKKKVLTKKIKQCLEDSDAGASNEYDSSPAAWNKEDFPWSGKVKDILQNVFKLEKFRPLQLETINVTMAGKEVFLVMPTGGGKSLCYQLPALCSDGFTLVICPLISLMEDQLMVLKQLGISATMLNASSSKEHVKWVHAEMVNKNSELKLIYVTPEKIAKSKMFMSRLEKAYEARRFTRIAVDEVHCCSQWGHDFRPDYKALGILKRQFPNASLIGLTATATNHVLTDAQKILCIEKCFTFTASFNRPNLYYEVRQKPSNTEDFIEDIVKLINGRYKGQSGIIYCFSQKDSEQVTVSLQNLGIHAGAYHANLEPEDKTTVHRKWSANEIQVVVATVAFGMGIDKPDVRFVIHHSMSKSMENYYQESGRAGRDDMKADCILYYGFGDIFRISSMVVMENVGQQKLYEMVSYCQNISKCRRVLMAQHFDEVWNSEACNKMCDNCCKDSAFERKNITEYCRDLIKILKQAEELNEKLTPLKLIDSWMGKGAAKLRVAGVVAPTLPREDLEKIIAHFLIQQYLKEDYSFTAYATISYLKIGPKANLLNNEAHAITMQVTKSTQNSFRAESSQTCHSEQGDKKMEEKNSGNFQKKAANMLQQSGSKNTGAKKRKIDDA
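50 nM RECQ1T1 preincubated 15 min with compound in Tris pH 8.0 buffer with MgCl2, DTT, Tween-20 and 2.5 ug/ml poly(dI-dC); started with 200 nM TAMRA/BHQ-2 forked duplex and 2 mM ATP. Unwinding read as fluorescence (525/598 nm), two reads 2 h apart.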
SMN2 splice up: enhancers of SMN2 splice variant expression; HEK293 SMN2-luciferase splicing reporter, luminescence, 30-36 h; Potency, µM (top dose mostly 46.1 µM), for the others: at the top dose activity change, positive = activation, hits mostly activators; 210,000 compounds, 2.8% hits; AID 1458; further: % of control where 0% means no effect; nearly all actives have a fitted effect of over 55% in size
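HEK293 cells carry an SMN2 minigene-luciferase reporter in which exon 7 inclusion puts luciferase in frame. Cells were seeded at 2000 cells/well, attached for 10-12 hours, then exposed to compounds for 30-36 hours at 37C before ONE-Glo luminescence.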
GoLoco inh red: RGS12 GoLoco-Gai1 interaction inhibition; Potency, µM (top dose mostly 61.6 µM), for inactives: top-dose activity, negative = inhibition, hits mostly inhibitors; Gai1:RGS12 GoLoco peptide FP, rhodamine, 10 min; 230,000 compounds, 0.44% hits; AID 880; P63096; active means well fitted inhibition curve with a large enough effect, not every such curve was filed as active; inactive means no such curve, though single readings can be large or run the other way; further: on the % scale 0 is the no-effect control and ±100 the full control effect; nearly all actives have a fitted effect of over 30% in size; many of its hits are not listed in these tables
Target sequence (P63096 whole entry, looked up): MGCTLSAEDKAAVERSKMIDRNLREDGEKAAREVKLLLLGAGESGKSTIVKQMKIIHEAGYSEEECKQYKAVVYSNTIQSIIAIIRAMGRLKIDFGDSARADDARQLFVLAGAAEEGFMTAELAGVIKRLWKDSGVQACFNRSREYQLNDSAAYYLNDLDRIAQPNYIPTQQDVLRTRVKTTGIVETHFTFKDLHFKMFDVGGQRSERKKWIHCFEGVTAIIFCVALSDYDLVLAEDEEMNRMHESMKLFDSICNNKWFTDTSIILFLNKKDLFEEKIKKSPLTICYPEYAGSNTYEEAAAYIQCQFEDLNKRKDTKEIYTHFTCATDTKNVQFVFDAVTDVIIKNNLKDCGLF
Lamin A splicing: modulators of lamin A splicing | HeLa LMNA splicing GFP/RFP minigene ratio, 48 h | Potency, µM (series often up to 46.1 µM), for inactives: at the highest dose ratio change, negative = inhibition, usual class: inhibitors | 200,000 compounds, 0.01% hits | AID 1487; active means well fitted inhibition curve with a large enough effect in the signal ratio, with a control signal flat, not every such curve was filed as active; inconclusive means small, poorly fitted or top-dose-only effect, or effect the other way, or a change in a side signal; the % refers to the signal ratio; further: on the % scale 0 is the no-effect control and ±100 the full control effect
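Read-out is the ratio of GFP to DsRed2 object intensity, acquired by 488 nm laser-scanning cytometry on HeLa lamin A-EGFP minigene reporter cells. Compound incubation 48 hrs at 37 °C in Opti-MEM with 2% FBS; DMSO 0.5% final.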
* marks the source's active call; other numbers are inactive results; i = inactive; ? = inconclusive; / = not tested or not shown; & = joins results of further samples; [ ] = remark or other dose. Unless noted, the call rests on the fitted dose curve; in most records, active means well fitted curve in the direction sought with a large enough effect; inconclusive means small, poorly fitted or top-dose-only effect, or another doubt; inactive means no such curve, though single readings can be large; an effect the other way counts as inactive or inconclusive. Potency means the concentration at half of the fitted maximal effect. A portion of the library; rates above refer to the full screens.

SMILES | TexasRed fluor | KDM4E inh | ALDH1A1 block | TRb SRC2 PPI | RECQ1 inh | SMN2 splice up | GoLoco inh red | Lamin A splicing
O=C1CCCc2nc(NCc3ccco3)ncc21 | 3% | -4% | -3% | 2% | 8% | 6% | -2% | -5%
CCOc1ncccc1C(=O)Nc1ccc(S(=O)(=O)N2CCCC2)cc1 | -2% | ? | 3% | 0% | i | -1% | -3% | -1%[46 µM]
C=CCC(C)(NCc1ccccc1)c1ccco1 (configuration not stated) | -3% | -4% | 4% | 1% | -7% | -16% | -2% | 0%
Cc1cc(C)c(S(C)(=O)=O)c(Oc2ccc(F)cc2)n1 | -1% | -3% | -41% | 0% | -1% | 14% | 1% | 6%
Cc1ccc(CNC(=O)c2cc3c(-c4ccc(Cl)cc4)nn(C)c3s2)o1 | 0% | ? | ? | 10% | -15% | -43%[inhibitor] | 23% | 12%
O=C(Nc1cccc(-c2cn3ccsc3n2)c1)c1ccccc1 | -2% | 3% | ? | -3% | -7% | -7% | 6% | 0%
CC(C)[C@@H](C(=O)OCC(=O)Nc1ccc2c(c1)OCO2)N1C(=O)c2ccccc2C1=O | 1% | 5% | -8% | 9% | i | -13% | 0% | 13%
O=C1NCCN1Cc1ccc(Cl)cc1 | -1% | -9% | 7% | -5% | -3% | 3% | 6% | /
O=C(Nc1ccc(Nc2ccncc2)cc1)c1ccc([N+](=O)[O-])cc1 | -3% | -2% | 0% | -2% | -8% | / | 13% | /
O=C1NC(=O)/C(=C\c2ccccc2OCc2cccc([N+](=O)[O-])c2)N1 | -5% | -10% | ? | 5% | 0% | -7% | 10% | -5%
CC(C)n1cc(-c2ccc(Cl)cc2)cc(C#N)c1=O | 4% | ? | ? | -6% | i | -5% | -7% | -4%
NS(=O)(=O)c1ccc(CNC(=S)Nc2ccc(Cl)c(Cl)c2)cc1 | -1% | -10% | ? | -2% | -6% | / | 9% | /
CCOC(=O)c1c(N)sc2c(OC)c(Br)ccc12 | 0% | -5% | -4% | -10% | -9% | -10% | 6% | 3%
CC(C)=CCN1CCN(C/C(Cl)=C/c2ccccc2)CC1CCO (configuration not stated) | -1% | 0% | / | -8% | -3% | / | 9% | /
CCOC(=O)c1ccc(N2C(=O)c3n[nH]c(-c4ccco4)c3C2c2ccc([N+](=O)[O-])cc2)cc1 (configuration not stated) | -2% | -11% | 2% | 3% | ? | -21% | 10% | ?
CC(=O)NC1=NN(C(C)=O)C(c2ccco2)S1 (configuration not stated) | 4% | 5% | / | 2% | -4% | / | -2% | /
CCOC(=O)/C(C#N)=C\c1ccc(OC)c(OC)c1 | 0% | -9% | ? | -8% | i | 3% | 12% | 6%[46 µM]
O=C(c1cccc(F)c1)N1CCC[C@@]2(CCN(c3ncccn3)C2)C1 | / | / | ? | / | -1% | -5% | 5% | /
COc1cccc(/C=N/Nc2ncc(C(F)(F)F)cc2Cl)c1O | 0% | ? | 15% | 4% | -5% | -108%[inhibitor] | 14% | ?
O=C(O)c1cccc2c1C(=O)N(CC1CCCO1)C2 (configuration not stated) | -4% | 0% | 5% | 7% | i | -3% | 20% | /
O=C(c1cc([N+](=O)[O-])[nH]n1)N1CCSCC1 | -3% | -1% | / | -1% | i | / | -2% | /
Cc1ccc(-n2c(O)c(C=NCc3ccccn3)c3ccccc3c2=O)cc1 | 0% | -6% | -5% | -5% | -6% | -4% | 10% | -12%
CCOC(=O)C(NS(=O)(=O)c1ccccc1)(C(F)(F)F)P(=O)(OCC(C)C)OCC(C)C (configuration not stated) | -2% | -8% | ? | -4% | i | -2% | 17% | -9%
COC(=O)c1cc(NC(=O)CC2NC3CCCCC3NC2=O)cc(C(=O)OC)c1 (configuration not stated) | 1% | 5% | ? | 6% | -5% | -8% | 2% | -19%
Cc1ccc2nc(SCc3ccc([N+](=O)[O-])cc3)nc(C)c2c1 | -1% | -2% | -1% | -2% | -2% | -19% | -2% | -17%
Cc1ccc(C)c(N2CCN(CCCNC(=O)Cn3cccc3C(=O)c3ccccc3C)CC2)c1 | -6% | -14% | 8% | -5% | 5% | -35%[inhibitor] | 8% | /
COc1ccccc1-c1ccc(=O)n(CC(=O)NC(C)(C)C)n1 | 1% | 6% | 6% | 0% | -5% | -5% | -5% | 5%
CC1(C)CC2CC(C)(CN2C(=O)C23CCC(C)(C(=O)C2)C3(C)C)C1 (configuration not stated) | 0% | -4% | -3% | 6% | -1% | -5% | 7% | -3%
CC[C@@H]1OC(=O)[C@@H](C)[C@H](O[C@H]2C[C@@](C)(OC)[C@@H](O)[C@H](C)O2)C(C)[C@H](O[C@H]2O[C@@H](C)C[C@@H](N(C)C)[C@@H]2O)[C@@](C)(O)C[C@H](C)C(=O)[C@@H](C)[C@H](O)[C@@]1(C)O (some centres not stated) | 0% | 2% | -5% | -3% | 6% | / | 0% | /
Cc1cccn2c(CN(C)C3CCCc4ccccc43)c(C(=O)N3CCOCC3)nc12 (configuration not stated) | 1% | -13% | -13% | 2% | -6% | / | 8% | -3%[46 µM]
Cc1nn(C)c(C)c1S(=O)(=O)N(CC(=O)NCCCOC(C)C)c1ccc(C(C)C)cc1 | 0% | 0% | 2% | 0% | 0% | / | / | 3%
CCC(C)NC(=O)CSc1nc2c(sc(=S)n2Cc2ccco2)c(=O)n1-c1ccccc1 (configuration not stated) | 2% | -4% | 4% | -7% | 2% | -3% | -5% | 6%
COCCn1c(C)cc(C(=O)CN2CCCCC2)c1C | -7% | ? | 4% | -1% | -1% | 11% | 5% | ?
O=C(NNC(=O)c1cc2c(s1)CCCC2)c1ccccc1 | -2% | 5% | ? | -10% | 1% | ? | 34% | 4%
CC1(C)CC(NC(=O)CC(c2ccccc2)c2ccccc2)CC(C)(C)N1 | -6% | 12% | 8% | -10% | -11% | / | -15% | -9%
CCOc1ccc(C(=O)CCN2CCCCCC2)cc1 | -6% | 1% | 0.063µM* | -22% | -1% | 13% | 4% | ?
C=CCN(c1ccc(C(=O)Nc2ccc(C)cc2)cc1)S(C)(=O)=O | -2% | -5% | -4% | 2% | -31% | / | 2% | /
Cc1nnc(C)n1/N=C/c1cccs1 | -1% | 2% | 7% | -10% | -7% | -8% | 1% | 7%
CCOC(=O)C1=C(CNCc2ccc(C)cc2)NC(=O)NC1c1cc(C)ccc1C (configuration not stated) | -5% | 0% | -9% | -4% | -18% | -3% | 2% | -10%
CC(C)(C)c1ccc(C(=O)c2c[nH]c(C(=O)NCc3cccs3)c2)cc1 | -4% | 2% | 2% | -7% | -5% | 13% | -2% | 0%
S=C(NC1CCCCC1)N(CCc1nc2ccccc2[nH]1)C1CCCC1 | -2% | 31%[activator] | ? | -9% | -2% | -61%[inhibitor] | -3% | ?
CC(=O)c1ccc(NC(=O)CN2C(=O)COc3ccc(Cl)cc32)cc1 | -2% | 9% | 6% | 7% | -11% | 4% | -10% | -8%
Cn1cc(CN2CCCC(CO)(Cc3cccc(Cl)c3)C2)cn1 (configuration not stated) | 0% | 8% | -3% | 7% | 21% | / | 23% | ?
CSc1ncccc1C(=O)Nc1ccc(S(=O)(=O)NC2=NCCCCC2)cc1 | 0% | 1% | 8.9µM* | -6% | 0% | 6% | 7% | -8%[46 µM]
Cc1ccc(N2CC(C(=O)Nc3ccc(N(C)C)cc3)CC2=O)cc1C (configuration not stated) | -7% | ? | ? | -8% | -2% | -35%[inhibitor] | 2% | 1%
COc1ccccc1CC(Cc1nc2ccccc2[nH]1)c1nc2ccccc2[nH]1 (configuration not stated) | -2%&0% | 35%&15% | 11%&9% | -1%&4% | -4%&-8% | / | -13%&10% | 29%[46 µM]
Cn1cc(/C=N\NC(=O)C2COc3ccccc3O2)c2ccccc21 (configuration not stated) | -3% | -9% | ? | 1% | 6% | -18% | 7% | ?
O=C(Cc1ccccc1)N/N=C/c1cc(Br)c(Br)o1 | -1% | 2% | -3% | -2% | -17% | -15% | 0% | 13%
Cc1c(C)n(CC(O)CN2CCCCCC2)c2ccccc12 (configuration not stated) | 4% | ? | -6% | -3% | i | -12% | -6% | ?
O=C(NN1C(=O)C2C3c4ccccc4C(c4ccccc43)C2C1=O)C1CC1 (configuration not stated) | -1% | 0% | 8% | 13% | i | 4% | -30% | 4%[46 µM]
CC1(c2ccccc2)CC(C)(C)n2c(O)c(C3=NC(=S)NC3=O)c3cccc1c32 (configuration not stated) | 3% | 5% | / | 3% | i | / | 2% | /
N/C(=N\OC(=O)CSc1ccccc1)c1cccc([N+](=O)[O-])c1 | -6% | -8% | 6% | -4% | -2% | -2% | 3% | 2%
Cc1cc(-c2ccc(Cl)cc2)c(C#N)c(N)n1 | 0% | ? | ? | -2% | -4% | 3% | 17% | -2%
CCN1CCN(c2ncnc3c2c(-c2ccccc2)cn3-c2ccc(F)cc2)CC1 | -1% | ? | ? | 10% | 8% | -81%[inhibitor] | -3% | /
Nc1ccc(NC(=O)c2cccs2)cc1 | -2% | -6% | 1% | -4% | -4% | / | 13% | ?
C=CCn1c(SCC(=O)c2c(N)n(C)c(=O)n(C)c2=O)nc2sc(CC)cc2c1=O | -2% | 9% | ? | 0% | i | -11% | 3% | 0%
CCN(c1ccccc1)S(=O)(=O)c1ccc(Cl)c(C(=O)OCC(=O)NC(=O)C(C)C)c1 | 0% | -28% | -7% | 2% | i | 5% | 0% | -3%[46 µM]

Single records, as listed above. Screens in order: TexasRed fluor | KDM4E inh | ALDH1A1 block | TRb SRC2 PPI | RECQ1 inh | SMN2 splice up | GoLoco inh red | Lamin A splicing
Listed for `C=CCC(C)(NCc1ccccc1)c1ccco1` (configuration not stated) : -3% | -4% | 4% | 1% | -7% | -16% | -2% | 0%
Listed for `COc1cccc(/C=N/Nc2ncc(C(F)(F)F)cc2Cl)c1O` : 0% | ? | 15% | 4% | -5% | -108%[inhibitor] | 14% | ?
